# Assay outcomes deposited in PubChem by several laboratories.
# PG9 Ab binder: PG9 antibody binding by small molecule | TR-FRET gp120-PG9 antibody binding | inhibition, % at 6.7 µM | hit rate 0.43% among 360,000; in the data active = inhibition above about 8.5%
# HTRA1 inh: blocks human HTRA1 serine peptidase; Q92743; recombinant HTRA1, FP-rhodamine activity-based probe, fluorescence polarization; inhibition, % at 5.96 µM; hit rate 0.5% among 340,000; AID 504803; in the data active = inhibition above about 36%;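 also: 0% = enzyme with DMSO and 100% = wells lacking enzyme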
# Target sequence (Q92743 whole entry, looked up): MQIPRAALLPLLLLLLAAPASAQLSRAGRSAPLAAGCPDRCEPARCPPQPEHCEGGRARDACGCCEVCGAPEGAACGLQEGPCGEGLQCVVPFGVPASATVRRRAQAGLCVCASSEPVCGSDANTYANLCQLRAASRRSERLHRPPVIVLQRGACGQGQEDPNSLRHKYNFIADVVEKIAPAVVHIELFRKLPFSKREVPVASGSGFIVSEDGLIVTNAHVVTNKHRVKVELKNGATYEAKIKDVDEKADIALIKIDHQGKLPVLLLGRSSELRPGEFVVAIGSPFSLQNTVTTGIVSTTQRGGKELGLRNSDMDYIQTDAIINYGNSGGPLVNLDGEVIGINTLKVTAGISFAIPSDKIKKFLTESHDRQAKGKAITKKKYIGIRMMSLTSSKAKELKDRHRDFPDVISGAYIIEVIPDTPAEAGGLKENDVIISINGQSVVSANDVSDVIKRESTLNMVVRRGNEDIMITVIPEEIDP
# NPR1 activator: GC-A (human) enzyme activation; AID 1671463; activation, % at 10 µM; HEK293 GC-A cells, cGMP TR-FRET, EC30 ANP; 0% at EC30 ANP, 100% saturating ANP; hit rate 0.14% among 370,000; in the data active = activation above about 40%
# ASAP1 GAP inh: inhibitors of human ASAP1 ArfGAP activity | ASAP1-stimulated ARF1 GTP hydrolysis, GDP FP detection | AID 624377 | inhibition, % at 16.5 µM | hit rate 0.19% among 360,000 | Q9ULH1; in the data active = inhibition above about 25%;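 also: 0% = vehicle with enzyme and substrate and 100% = no enzyme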
# rCAG binder: molecules binding r(CAG) RNA repeats; r(CAG) RNA repeat, TO-PRO-1 dye displacement fluorescence; inhibition, % at 3 µM; hit rate 1.3% among 370,000;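 active = inhibition above the plate cutoff, the mean of all test compounds on that plate plus 3 SD, cut at about 35% in these data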;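 also: 0% = DMSO alone and 100% = 100 µM mitoxantrone as full dye displacement; higher means more dye released from RNA so lower well fluorescence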
# SMARCA2 activ: activators of SMARCA2 function. MG213 cells, MMTV-luciferase reporter, dexamethasone, overnight. hit rate 1% among 370,000. activation, % at 9.1 µM; in the data active = activation above about 7.8%;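 also: 0% = vehicle wells and 100% = reference activator wells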
# mABHD4 FP: ABHD4 (mouse) inhibition, primary FP screen | Q8VD66 | purified mABHD4, FP-Rh probe fluorescence polarization | inhibition, % at 8.92 µM | hit rate 0.54% among 370,000;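 active = inhibition exceeding the mean over every tested compound plus 3 SD, cut at about 30% in these data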;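 also: 0% = plate median of compound wells and 100% = S159A mutant with DMSO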
# Target sequence (Q8VD66 whole entry, looked up): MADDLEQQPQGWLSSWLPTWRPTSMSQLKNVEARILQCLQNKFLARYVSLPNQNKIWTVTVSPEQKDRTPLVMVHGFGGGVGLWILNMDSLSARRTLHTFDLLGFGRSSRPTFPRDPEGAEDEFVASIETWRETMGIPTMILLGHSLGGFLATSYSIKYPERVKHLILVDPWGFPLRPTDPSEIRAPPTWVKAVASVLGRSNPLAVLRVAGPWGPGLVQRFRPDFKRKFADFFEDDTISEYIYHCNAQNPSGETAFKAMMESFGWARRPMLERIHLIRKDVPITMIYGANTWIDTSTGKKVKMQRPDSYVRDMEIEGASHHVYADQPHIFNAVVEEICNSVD
#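 Assay system: mABHD4 protein; medium: HEPES pH 7.0, NaCl, Pluronic buffer; dosing: 8.92 µM, single dose; schedule: 45 min + 60 min at 25 °C; signal: FP readout, ex 525 nm / em 598 nm; read-out: normalized percent inhibition of probe labeling; repeats: single replicate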
# NPR2 activator: GC-B (human) receptor activation | P20594 | HEK293-GC-B cells, CNP EC30, cGMP TR-FRET; 0% at EC30 CNP, 100% saturating CNP | activation, % at 10 µM | hit rate 0.11% among 370,000;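 active = activation at 10 µM reaching about 35% in either raw or pattern-adjusted values, limit read from the data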
# Rev-erbA mod: modulates human Rev-erb alpha binding to DNA | Rev-erbα–FITC-DNA binding, fluorescence polarization, 90 min | activity, % at 10 µM | hit rate 0.79% among 370,000 | AID 1259318;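 active = activity above about 14%, limit read from the data; passing the limit was not always enough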;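 also: 0% = DMSO wells with 35 nM protein and 100% = DMSO wells with 750 nM protein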
# ARFGAP1 inhibitor: inhibits rat ARF GTPase activating protein 1 | Q62848 | Arfgap1-stimulated ARF1 GTP hydrolysis, GDP FP detection | hit rate 0.26% among 360,000 | inhibition, % at 16.5 µM | AID 651572;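 active = inhibition above a per-plate limit, mean inhibition of low control wells plus 3 SD, cut at about 25% in these data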;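 also: 0% = DMSO wells with enzyme and 100% = wells lacking Arfgap1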
# Target sequence (Q62848 1-136 limits assumed): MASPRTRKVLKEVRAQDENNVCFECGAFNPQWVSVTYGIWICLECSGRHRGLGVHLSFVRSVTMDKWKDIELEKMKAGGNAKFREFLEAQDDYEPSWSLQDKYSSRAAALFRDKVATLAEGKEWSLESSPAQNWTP
#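 material = rat Arfgap1 catalytic domain, aa 1-136 | also added = human ARF1(Δ1-17)-GTP substrate | compound dosing = one concentration, 16.5 µM, DMSO 1.26% | times = GTP hydrolysis reaction 2 h at 25 °C | measured by = FP, GDP Alexa 633 tracer displaced from anti-GDP antibody, 620/688 nm | evaluation = percent inhibition of Arfgap1-stimulated GTP hydrolysis | replication = single well per compound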
# Starred values were filed as active, the others as inactive; · = no result given.
SMILES,PG9 Ab binder,HTRA1 inh,NPR1 activator,ASAP1 GAP inh,rCAG binder,SMARCA2 activ,mABHD4 FP,NPR2 activator,Rev-erbA mod,ARFGAP1 inhibitor
Cc1ccc(NC(=S)Nc2ccc3[nH]c(=O)[nH]c3c2)cc1C,-2.0,-0.5,1.2,17.2,0.3,-0.8,0.3,-3.2,-3.4,3.2
CCN(CC)Cc1cc(C(C)=O)ccc1O,-0.9,3.2,1.3,-0.2,2.1,4.3,-2.9,6.8,0.6,0.2
CC1(c2nnnn2Cc2ccccc2)CCC(=O)N1c1ccc(N2CCOCC2)cc1 (configuration not stated),0.1,·,-3.5,18.4,6.1,-5.0,4.0,-1.4,1.6,-18.2
CC(Sc1nc2c(c(=O)[nH]1)CCCC2)C(=O)Nc1ccc(Br)cn1 (configuration not stated),0.1,2.1,-4.3,12.1,4.5,-1.0,1.8,-6.8,-8.8,10.1
Oc1ccc(Br)cc1/C=N/Nc1nc(N2CCCCC2)nc(N2CCOCC2)n1,-1.5,·,8.1,-1.9,-1.3,-0.5,-2.2,3.6,0.6,-14.2
COc1cc2c(cc1OC)-c1cc(OCc3cccnc3)nc(=O)n1CC2,2.0,-3.1,5.6,-3.1,-2.5,3.3,-0.3,5.3,-2.6,-5.2
COc1ccc(Cc2nnc(SCC(=O)N3CCc4ccccc4C3)o2)cc1,0.1,0.2,-4.6,1.6,-1.3,-0.7,4.5,0.3,5.4,2.8
CC(C)(C)c1ccc(C(=O)NCC(=O)NCc2ccccn2)cc1,-0.7,0.8,-2.1,-2.1,0.0,8.4*,-5.2,-1.4,3.5,15.0
CC(C)Oc1nc(-c2ccccc2Cl)nc2ccccc12,-3.3,2.2,-2.0,13.0,0.5,0.5,-4.1,1.2,2.5,2.8
C=CCOc1ccc(/C=C2\SC(=S)N(NS(=O)(=O)c3ccc(C)cc3)C2=O)cc1,-0.8,-101.9,-2.9,-1.3,80.5*,-4.2,1.5,-7.8,-15.1,-5.4
CCC(CC)C(=O)c1c[nH]c(C(=O)O)c1,-0.4,-1.5,-4.2,3.7,3.3,2.6,-1.4,-4.3,1.9,11.5
COc1ccc(NC(=S)Nc2ncccc2C)cc1OC,0.1,3.8,3.3,0.2,-0.4,3.2,8.0,-2.2,1.9,6.6
CCCn1c(CNc2ccc(Br)cc2)nc2ccccc21,-2.7,-23.2,-17.2,2.8,1.3,-3.1,2.6,-11.6,-5.3,11.1
CCOCCCNC(=S)N1CCN(c2nc(-c3ccc(F)cc3)cs2)CC1,0.1,-4.0,-1.8,2.1,-7.5,-4.1,-16.7,-3.6,-3.7,-3.6
CC(C)c1cc(NC(=O)CCl)on1,1.0,-1.8,1.7,7.1,-2.0,2.4,5.5,2.1,-0.5,-4.0
OC(c1cccc(F)c1)c1ncc(-c2ccc(C(F)(F)F)cc2)[nH]1 (configuration not stated),-0.2,·,-1.3,8.5,0.7,1.9,-8.8,0.5,8.9,2.6
COc1ccc(-n2nnnc2SCC#CCO)cc1,2.5,2.8,-1.9,4.9,-2.4,-3.0,1.6,-2.4,-4.6,5.4
Cc1cc(C)c[n+](CC(=O)c2cc3ccccc3oc2=O)c1,-2.6,5.7,4.3,-11.7,3.1,-2.4,7.4,0.9,-3.0,1.8
C/C(=N\N=c1/scc(C)n1Cc1ccco1)c1cccc([N+](=O)[O-])c1,-0.2,1.1,5.8,-3.4,2.8,-0.1,-1.6,2.1,0.8,4.8
CSc1ccc(C(=O)N2CCc3ccc(NC(=O)c4ccccn4)cc3C2)cc1,-2.5,-27.8,4.9,11.4,-3.9,2.2,-3.6,2.3,-2.4,11.5

# Sorted by heavy-atom count (highest first): part of the list above
SMILES,PG9 Ab binder,HTRA1 inh,NPR1 activator,ASAP1 GAP inh,rCAG binder,SMARCA2 activ,mABHD4 FP,NPR2 activator,Rev-erbA mod,ARFGAP1 inhibitor
Oc1ccc(Br)cc1/C=N/Nc1nc(N2CCCCC2)nc(N2CCOCC2)n1,-1.5,·,8.1,-1.9,-1.3,-0.5,-2.2,3.6,0.6,-14.2
CCOCCCNC(=S)N1CCN(c2nc(-c3ccc(F)cc3)cs2)CC1,0.1,-4.0,-1.8,2.1,-7.5,-4.1,-16.7,-3.6,-3.7,-3.6
OC(c1cccc(F)c1)c1ncc(-c2ccc(C(F)(F)F)cc2)[nH]1 (configuration not stated),-0.2,·,-1.3,8.5,0.7,1.9,-8.8,0.5,8.9,2.6
CCCn1c(CNc2ccc(Br)cc2)nc2ccccc21,-2.7,-23.2,-17.2,2.8,1.3,-3.1,2.6,-11.6,-5.3,11.1
CCC(CC)C(=O)c1c[nH]c(C(=O)O)c1,-0.4,-1.5,-4.2,3.7,3.3,2.6,-1.4,-4.3,1.9,11.5

# Following part
SMILES,PG9 Ab binder,HTRA1 inh,NPR1 activator,ASAP1 GAP inh,rCAG binder,SMARCA2 activ,mABHD4 FP,NPR2 activator,Rev-erbA mod,ARFGAP1 inhibitor
O=C(CSc1nnc(NC(=O)c2ccccc2F)s1)NCC1CCCO1 (configuration not stated),-2.6,3.2,-0.7,-1.1,1.0,1.6,-4.1,6.0,-6.6,3.5
O=C(NNS(=O)(=O)c1ccccc1Cl)C1COc2ccccc2O1 (configuration not stated),-0.3,3.0,0.9,-6.2,5.5,2.0,5.8,3.9,5.8,-3.7
Cn1c(NC(=O)CC2CCCCC2)cc(=O)n(C)c1=O,0.5,1.4,8.1,-5.3,1.1,-1.4,1.6,-8.4,-4.0,-3.6
Cc1ccc(Oc2ncnc3sccc23)cc1,0.5,-0.7,2.1,-11.8,-3.8,6.6,-5.0,1.4,4.8,4.7
COc1ccc(S(=O)(=O)/C(C#N)=C/Nc2cccc(OC)c2)cc1,-3.0,-6.6,8.7,10.6,-0.3,-1.2,-0.9,8.2,-0.3,1.9
Nc1ccc2c3c(ccc([N+](=O)[O-])c13)CC2,-13.2,17.3,-3.3,-8.1,4.2,-0.7,9.6,-0.1,4.2,0.6
CC(NC(=O)C1CCCN(S(=O)(=O)c2cccs2)C1)c1ccccc1 (configuration not stated),-1.2,-1.0,-1.7,1.1,2.7,3.7,-3.0,8.9,4.9,2.6
Cc1ccccc1C(=O)N[C@H](C(=O)N1CCC[C@H]1C(=O)NCc1ccccc1)c1ccccc1,-0.2,·,-3.5,10.1,0.5,1.6,3.3,1.7,7.7,-1.4
CCc1ccc(C(=O)c2oc3nc(C)cc(C)c3c2N)cc1,-2.1,-5.1,-4.1,-17.6,6.2,1.2,-7.1,-5.8,1.3,7.1
CCOC(=O)C1CCCN(c2c(NCCc3ccc(S(N)(=O)=O)cc3)c(=O)c2=O)C1 (configuration not stated),1.7,4.3,1.2,-0.5,0.8,-2.7,2.8,0.8,-4.1,-1.3
CCN1C(=O)S/C(=C/c2ccsc2)C1=O,-0.5,-0.9,-2.1,4.7,2.2,3.9,2.0,-3.6,2.6,12.5
O=C(COC(=O)c1nc(Cl)c(Cl)c(Cl)c1Cl)NCc1ccccc1,-2.5,-4.2,8.5,-16.9,1.4,20.7*,-5.1,10.6,0.1,5.9
CCNC(=O)C1CCCN(C(=O)c2cc(F)ccc2C)CC1 (configuration not stated),-2.8,·,-3.9,-1.4,-0.5,-0.9,-5.3,0.2,1.5,-1.2
Cc1ccc(NC(=O)C2CCN(S(=O)(=O)c3c(C)n[nH]c3C)CC2)c(C)c1,-2.4,-27.3,-0.8,1.1,-1.8,-1.9,7.9,1.4,-1.9,-3.7
CNC(=O)c1nnn(Cc2ccccc2)c1NC(C)=O,0.8,11.1,5.5,-3.3,-1.2,-4.2,2.2,5.0,4.2,-11.2
COCCCNC(=O)CCc1c(C)c2cc3c(C)coc3cc2oc1=O,-2.1,-3.4,-4.3,7.3,-4.0,2.4,2.8,2.9,0.7,8.9
Cc1cc(Br)ccc1NC(=O)CN(C)C(=O)c1cc([N+](=O)[O-])ccc1N1CCOCC1,0.0,-1.9,-1.6,-3.2,3.2,-1.8,-3.3,0.9,0.5,1.4
CC(C)Oc1ccc(S(=O)(=O)N2CCCCC2)cc1NC(=O)CN1C(=O)NC(C)(c2ccccc2)C1=O (configuration not stated),0.9,-8.0,1.7,2.3,0.7,-1.7,-9.8,7.5,-3.7,8.3
Cc1ccc(CNCC(O)(c2ccccc2)c2ccc(F)cc2)cc1 (configuration not stated),0.9,-8.8,-39.2,7.1,-0.2,-2.1,3.6,-21.8,3.3,4.7
CC(C)S(=O)(=O)c1csc(C(=O)NN)c1-n1cccc1,-2.5,3.3,8.8,13.6,3.4,1.3,6.3,-4.0,5.2,-2.9
CC(C)C[C@H]1CN([C@@H](CC(C)C)CN2CCCC2CN2C(=S)NC[C@@H]2Cc2ccccc2)C(=S)N1CCc1ccccc1 (some centres not stated),-0.2,·,1.4,16.8,2.1,-2.7,1.4,-1.7,4.9,14.6
COc1ccc(CCCNC(=O)C2Cc3c(-c4cccc(C(C)=O)c4)ccnc3O2)cc1 (configuration not stated),-0.8,·,-9.2,0.6,-0.1,0.3,6.0,-4.9,-2.9,6.9
Fc1cccc(NC(=S)NNc2ccccc2)c1,-1.6,5.5,3.9,1.7,2.1,0.7,11.0,-2.6,2.5,-3.5
CC(C(=O)Nc1ccccc1F)N1CCN(S(=O)(=O)c2ccc(C(F)(F)F)cc2)CC1 (configuration not stated),2.9,-4.8,-1.9,3.2,-5.3,-2.3,-5.7,3.5,0.0,9.8
O=C(CS(=O)CC(=O)Nc1cnc2ccccc2c1)Nc1ccc(Cl)cc1 (configuration not stated),0.9,-12.5,1.3,8.7,8.9,-2.1,-9.0,-7.6,2.7,-2.2
O=C(O)C1CCCN1S(=O)(=O)c1cc(Cl)ccc1Cl (configuration not stated),0.1,0.2,1.3,-16.7,-1.1,0.0,-3.3,3.3,5.5,12.4
COc1ccccc1-c1ccc(/C=C2\C=CC(=O)O2)o1,1.3,·,26.1,5.3,19.7,-0.7,11.9,-9.2,-2.2,2.0
CCOC(=O)C(=CNc1cc(C)nn1-c1ccc(C)cc1)C(=O)OCC,2.3,-5.0,8.6,-3.3,-10.1,0.6,1.2,16.1,4.8,3.3
O=C(Cc1csc(Nc2nc(=S)[nH]c3ccccc23)n1)NCc1ccc(Cl)cc1,·,1.6,-1.6,·,·,·,·,-1.9,7.5,·
Cc1ccc2cc(C#N)c(NCc3ccccc3)nc2c1,34.6*,-1.0,8.7,1.4,0.8,-5.6,-0.4,-2.6,-0.5,2.3
O=C(Nc1cccc(NC(=O)c2cccs2)c1)c1ccc(Br)cc1,-2.0,-20.4,28.2,-15.0,3.2,-2.3,-19.9,-4.8,0.5,11.0
O=C(O)C1CCCCC1C(=O)Nc1ccc(F)cc1F (configuration not stated),·,7.7,-10.3,·,·,·,·,-0.2,-3.0,·
O=C(C1CC(=O)N(c2ccc(F)cc2)C1)N1CCC(c2nc3ccccc3[nH]2)CC1 (configuration not stated),0.5,-2.0,3.5,-0.4,-2.8,-1.6,4.2,1.1,0.8,7.3
